High-throughput results from PubChem.
Hck Nef HTS: human Hck-Nef kinase inhibition; Recombinant Hck-YEEI plus Nef, Z-Lyte FRET kinase assay; hit rate 0.68% among 220,000; inhibition, % at 20 µM; AID 463187;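 active = Hck-Nef kinase inhibition above about 50%, limit read from the data; inactive = inhibition below that limit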;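 also: 0% = DMSO with Hck plus Nef and 100% = Hck alone without Nef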
14-3-3 Bad inh: disrupts binding of bovine 14-3-3 zeta to phospho-Bad peptide; inhibition, % at 21.7 µM; TR-FRET 14-3-3zeta/Dy647-pBad peptide displacement, 1 h; P63103; hit rate 0.71% among 220,000;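 active = inhibition above about 70%, limit read from the data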;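 also: 0% = full 14-3-3 plus peptide FRET controls and 100% = background without 14-3-3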
Target sequence (P63103 whole entry, looked up): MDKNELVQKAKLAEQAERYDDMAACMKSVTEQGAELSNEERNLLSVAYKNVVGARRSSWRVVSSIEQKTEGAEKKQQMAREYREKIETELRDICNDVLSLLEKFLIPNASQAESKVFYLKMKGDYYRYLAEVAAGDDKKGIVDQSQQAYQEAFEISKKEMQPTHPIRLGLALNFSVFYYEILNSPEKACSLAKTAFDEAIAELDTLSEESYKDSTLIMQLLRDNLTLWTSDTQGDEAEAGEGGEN
zVAD death inh: L929 zVAD cell death inhibition. AID 1377. hit rate 0.38% among 220,000. L929 zVAD necroptosis rescue, ATP luminescence, 24 h; with zVAD 60 µM. viability rescue, % at 10 µM;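 active = activation, scaled between plate controls, above about 75%, limit read from the data; inactive = activation under that limit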;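 also: 0% = zVAD with DMSO and 100% = DMSO alone without zVAD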
PGE2 EP2 inh: blocks the human prostaglandin E2 receptor EP2; inhibition, % at 25 µM; P43116; hit rate 0.52% among 260,000; C6 glioma cells expressing human EP2, cAMP TR-FRET; cells stimulated with saturating PGE2; AID 1422;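 active = percent inhibition above 40 after rounding to a whole number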;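 also: rat C6 glioma host cells with rolipram phosphodiesterase inhibitor present; the protocol text gives 20 µM as final concentration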
Target sequence (P43116 whole entry, looked up): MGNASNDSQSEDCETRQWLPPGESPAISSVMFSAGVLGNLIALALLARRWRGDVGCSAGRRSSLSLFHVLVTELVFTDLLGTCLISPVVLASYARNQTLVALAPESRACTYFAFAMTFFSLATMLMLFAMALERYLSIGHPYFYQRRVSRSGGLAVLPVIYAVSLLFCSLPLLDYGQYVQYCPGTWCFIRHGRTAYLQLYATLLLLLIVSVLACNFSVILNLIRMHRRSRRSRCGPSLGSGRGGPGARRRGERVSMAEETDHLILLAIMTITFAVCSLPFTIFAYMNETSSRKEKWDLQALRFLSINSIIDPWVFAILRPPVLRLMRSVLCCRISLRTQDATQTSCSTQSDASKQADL
eIF4E 4G PPI: inhibitors of eIF4E and eIF4G interaction in translation initiation; TR-FRET eIF4E-eIF4GI(517-606) binding, 2 h; P63073+Q04637; inhibition, % at 21.7 µM; AID 782; hit rate 0.37% among 220,000;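 active = inhibition above about 30%, limit read from the data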;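 also: 0% = full FRET control wells and 100% = background wells lacking eIF4GI fragment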
Rad51 HR inh: blocks human Rad51 in homologous recombination; hRad51 DNA strand exchange, fluorescence dequenching; hit rate 0.085% among 200,000; inhibition, % at 10 µM; Q06609;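 active = inhibition above 40% at the single screening dose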;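 also: 0% = DMSO control wells and 100% = blanks with heterologous ssDNA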
Target sequence (Q06609 whole entry, looked up): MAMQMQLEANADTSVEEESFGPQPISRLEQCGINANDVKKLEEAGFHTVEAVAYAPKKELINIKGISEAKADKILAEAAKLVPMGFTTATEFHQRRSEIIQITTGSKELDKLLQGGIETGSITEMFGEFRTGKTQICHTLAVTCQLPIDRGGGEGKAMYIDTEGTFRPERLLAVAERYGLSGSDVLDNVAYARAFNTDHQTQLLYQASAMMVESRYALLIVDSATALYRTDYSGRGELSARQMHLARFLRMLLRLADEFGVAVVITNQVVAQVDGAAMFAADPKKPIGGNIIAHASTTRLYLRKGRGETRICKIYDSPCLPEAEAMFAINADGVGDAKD
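Material: Human Rad51 nucleoprotein filaments preassembled on unlabelled ssDNA | Also added: Labelled 47-mer dsDNA for strand exchange | Dosing: Single dose, 10 µM final compound | Schedule: 30-min compound preincubation and 15-min exchange, both room temperature | Technique: Fluorescence dequenching at 485/520 nm | Measure: Percent inhibition relative to plate controls and blanks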
Calpain2 inh: calpain II (pig) inhibition; purified calpain II, fluorogenic peptide substrate, 30 min; inhibition, % at 16 µM; hit rate 0.37% among 220,000; AID 1236;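 active = inhibition above about 50%, limit read from the data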
EP2 mod: modulates human prostaglandin E2 receptor EP2 signaling | P43116 | EP2-expressing cells, cAMP HTRF FRET, PGE2 co-stimulation | induction, % at 25 µM | hit rate 0.83% among 260,000;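 active = compounds whose cAMP rise, as percent of the full-agonist control response, exceeds 60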;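 also: rat C6 glioma line stably carrying human EP2 under a CMV promoter; the protocol text gives 20 µM as final concentration; 100% = response of wells given 1 µM PGE2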
Tb hexokinase: blocks Trypanosoma brucei hexokinase 1 activity. hit rate 0.11% among 220,000. AID 1430. recombinant TbHK1, G6PDH-coupled NADH A340. inhibition, % at 10 µM;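 active = inhibition of 50% or more in the single-dose primary screen; inactive = inhibition below 50%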
* marks the source's active call; other numbers are inactive results; . = no result given; & = joins results of further samples; [ ] = dose if it differs, or a comment. The list is partial (hit frequency here may not be typical).

1: CCCc1cc(=O)[nH]c(SCCN2C(=O)c3ccccc3C2=O)n1
2: Cc1sc2nc(SCC(=O)O)[nH]c(=O)c2c1C
3: O=C(O)Cc1ccc2oc(-c3cccnc3)nc2c1
4: O=C(Nc1ccc(Cl)cc1F)C1CC1
5: O=C(CNC(=O)c1ccco1)N/N=C/c1ccc(O)c([N+](=O)[O-])c1
6: CCCN1CCC(NC(=O)Nc2ccc([N+](=O)[O-])cc2)CC1
Assay by compound	1	2	3	4	5	6
Hck Nef HTS	19	43	24	3	0	-7
14-3-3 Bad inh	-8	7	-13	0	-14[fluorescence artefact?]	-5
zVAD death inh	0.3	2.1	0.7	1.9	-0.6	1.7
PGE2 EP2 inh	1	4	6	7	12	13
eIF4E 4G PPI	-2	0	-2	3	5	-5
Rad51 HR inh	.	-7	-6	3	20	14
Calpain2 inh	-14	-4	-6	3	29	23
EP2 mod	10	21	37	7	8	-22
Tb hexokinase	-6	-10	-2	1	-27	-21

Record cards (already shown). Screens in order: Hck Nef HTS	14-3-3 Bad inh	zVAD death inh	PGE2 EP2 inh	eIF4E 4G PPI	Rad51 HR inh	Calpain2 inh	EP2 mod	Tb hexokinase
Shown for `O=C(Nc1ccc(Cl)cc1F)C1CC1` → 3	0	1.9	7	3	3	3	7	1
Shown for `O=C(O)Cc1ccc2oc(-c3cccnc3)nc2c1` → 24	-13	0.7	6	-2	-6	-6	37	-2

(cont.)
7: CC(=O)/C=N/Nc1ccccc1
8: O=C(c1ccccc1)N1CCN(C(=O)c2ccncc2)CC1
9: O=C(CN1CCN(c2ncc(C(F)(F)F)cc2Cl)CC1)N1CCN(c2ncc(C(F)(F)F)cc2Cl)CC1
10: CN(C)c1ccnc(-n2cccc2/C=N/O)c1C#N
11: CC(=O)c1ccc(Oc2cc(C)nc(NCc3ccccc3)n2)cc1
12: CC(C)(C)OC(=O)CNC(=O)c1[nH]cnc1C(=O)N[C@@H](CCCCNC(=O)OC(C)(C)C)C(=O)OC(C)(C)C
Assay by compound	7	8	9	10	11	12
Hck Nef HTS	1	1	4	12	1	32
14-3-3 Bad inh	-4	.	6	-8	-5[fluorescence artefact?]	-2
zVAD death inh	-0.2	0.2	0.9	0.6	1.0	0.6
PGE2 EP2 inh	5	14	10	6	7	6
eIF4E 4G PPI	-2[fluorescence artefact?]	.	6	2	1	4
Rad51 HR inh	5	0	-7	29	-5	-2
Calpain2 inh	-2	.	19	-17	-22	4
EP2 mod	13	.	32	5	15	24
Tb hexokinase	-40	-2	-9	-10	2	-5

13: Cc1oc2c(c1C(=O)NC(Cc1c[nH]c3ccccc13)C(=O)O)CCCC2 (stereo not given)
14: c1ccc(COc2ccccc2CNCc2cccnc2)cc1
15: CCN(CC)c1ccc(C(=S)NC2CCCCC2)cc1
16: N=c1c2ccccc2nnn1-c1ccc(C(F)(F)F)cc1
17: CC(=O)Nc1ccc(C(=O)Nc2ccc3c(c2)OCO3)cc1
18: O=c1oc2ccccc2c(NCc2ccc(Cl)cc2)c1[N+](=O)[O-]
Assay by compound	13	14	15	16	17	18
Hck Nef HTS	2	12	21	-18	1	19
14-3-3 Bad inh	-14[fluorescence artefact?]	77*	-4	23	-9[fluorescence artefact?]	-3
zVAD death inh	-0.4	-1.0	28	4.5	0.4	1.2
PGE2 EP2 inh	8	5	15	6	9&5	7
eIF4E 4G PPI	1[fluorescence artefact?]	6	-2	5	-17[fluorescence artefact?]	2
Rad51 HR inh	-4	3	-1	-3	6	2
Calpain2 inh	-12	0	9	-1	-7	0
EP2 mod	14	4	-27	-8	-11&-37	-3
Tb hexokinase	9	1	-16	-2	-2	-7

19: CC(=O)Nc1nc(C)c(-c2csc(Nc3ccccn3)n2)s1
20: CN(Cc1ncc[nH]1)C(=O)c1cc(COc2c(F)cccc2F)on1
21: O=c1c2cc(Cl)ccc2nc(-c2ccccc2Cl)n1O
22: CC1(C(=O)N2CC3(CC(c4cccc(NC(=O)COc5ccc(Cl)cc5)c4)=NO3)C[C@@H]2C(N)=O)CC1 (stereo not given in full)
23: CC(C(=O)NC(C)(C)C)N(C(=O)CS(=O)CC(=O)Nc1ccc(F)cc1)c1ccccc1F (stereo not given)
24: Clc1ccc(/C=N/N2CCCCC2)cc1
Assay by compound	19	20	21	22	23	24
Hck Nef HTS	5&14	5	21	32	3	-15
14-3-3 Bad inh	-5&-12	-15	10	1	2	0
zVAD death inh	72&5.2	-0.4	1.1	0.5	-0.5	0.1
PGE2 EP2 inh	11&8	6	3	6	5	6
eIF4E 4G PPI	-1&0	0	1	3	-3	5
Rad51 HR inh	2	6	21	6	9	-16
Calpain2 inh	-34&-65	8	-52	7	14	17
EP2 mod	-38&-44	5	11	-12	-12	9
Tb hexokinase	-27&-12	4	-7	-13	-4	-7

3 of these compounds in a different format.
Results follow in this order: Hck Nef HTS, 14-3-3 Bad inh, zVAD death inh, PGE2 EP2 inh, eIF4E 4G PPI, Rad51 HR inh, Calpain2 inh, EP2 mod, Tb hexokinase
20) CN(Cc1ncc[nH]1)C(=O)c1cc(COc2c(F)cccc2F)on1
 : 5, -15, -0.4, 6, 0, 6, 8, 5, 4
21) O=c1c2cc(Cl)ccc2nc(-c2ccccc2Cl)n1O
 : 21, 10, 1.1, 3, 1, 21, -52, 11, -7
22) CC1(C(=O)N2CC3(CC(c4cccc(NC(=O)COc5ccc(Cl)cc5)c4)=NO3)C[C@@H]2C(N)=O)CC1 (stereo not given in full)
 : 32, 1, 0.5, 6, 3, 6, 7, -12, -13

Continued:
25: CC(C)OC(=O)C[N+](C)(C)CCN1C(=O)C2C(c3ccccc3)C=CC(c3ccccc3)C2C1=O (stereo not given)
26: N/C(Cc1cccs1)=N\OC(=O)COc1ccc(Cl)cc1Cl
27: C=CCOC(=O)C(C#N)c1nc2ccccc2nc1N1CCN(Cc2ccc3c(c2)OCO3)CC1 (stereo not given)
28: Cn1c(N)c(C(=O)COC(=O)[C@@H]2CCCN2S(=O)(=O)c2ccc(Cl)cc2)c(=O)n(C)c1=O
29: Cc1ccc(C(c2c(C)[nH][nH]c2=O)c2c(C)[nH][nH]c2=O)cc1[N+](=O)[O-]
30: CCCOC(=O)CN1C(=O)c2ccc(C(=O)OCCC)cc2C1=O
Assay by compound	25	26	27	28	29	30
Hck Nef HTS	-17	1	-1	22	4	0
14-3-3 Bad inh	-5	37	10	-11	-9	-1
zVAD death inh	0.1	0.6	2.7	2.0	0.4	2.0
PGE2 EP2 inh	5	18	4	9	10	-2
eIF4E 4G PPI	2	-5	-3	5	0	-3[fluorescence artefact?]
Rad51 HR inh	4	.	-16	-4	16	-9
Calpain2 inh	26	32	-51	-10	-1	-9
EP2 mod	-7	5	27	12	16	12
Tb hexokinase	-1	0	-10	-4	38	-9

31: CCN1CCN(C(=O)c2ccc(CS(=O)(=O)Cc3ccccc3F)o2)CC1
32: O=C(Nc1ccccc1C(=O)NCCN1CCOCC1)c1ccco1
33: COc1ccc(N(CC(=O)N2c3ccccc3CC2C)S(=O)(=O)c2c(C)noc2C)cc1 (stereo not given)
34: O=C(NN1C(=O)C2C3C=CC(C3)C2C1=O)c1ccco1 (stereo not given)
35: Cc1nc(Cl)nc(N(C)c2ccccc2)c1[N+](=O)[O-]
36: Cc1nnc(NC(=O)c2csc3c2CCCC3)s1
Assay by compound	31	32	33	34	35	36
Hck Nef HTS	-2	9	0	3	-5	15
14-3-3 Bad inh	0	-7	0	-2	2	-6
zVAD death inh	-0.2	-0.6	-0.2	1.0	6.1	1.4
PGE2 EP2 inh	8	6	8	12	4	9
eIF4E 4G PPI	7	3	1	-2	0	-1
Rad51 HR inh	5	-4	1	3	1	8
Calpain2 inh	8	-1	-2	-9	16	-11
EP2 mod	1	18	29	27	-13	-18
Tb hexokinase	-5	-7	0	-5	-4	-2

37: CCC(=O)N(CCC1(C(C)C)CCOC(C)(C)C1)Cc1ccco1 (stereo not given)
38: Cc1ccc2cc3c(NC(=O)c4ccco4)nn(C)c3nc2c1
39: Cc1ccc(Sc2ccc(/C=N/O)cc2[N+](=O)[O-])cc1
40: CS(=O)(=O)N(Cc1nnc(-c2cccs2)o1)c1ccc(Cl)cc1F
41: Cc1cccnc1NC(=O)Nc1cccc2ccccc12
42: O=c1[nH]cc(NCCNc2ncc(C(F)(F)F)cc2Cl)c(=O)[nH]1
Assay by compound	37	38	39	40	41	42
Hck Nef HTS	1	16	-1	1	4	23
14-3-3 Bad inh	-11	-4	-1	3	4	-12
zVAD death inh	0.1	9.9	0.5	-0.1	0.8	-0.1
PGE2 EP2 inh	6	.	4	11	16	6
eIF4E 4G PPI	-8	1	1	0	-2	-6
Rad51 HR inh	7	.	2	10	-7	8
Calpain2 inh	15	-293	14	-50	-31	-35
EP2 mod	35	-17	13	-6	0	14
Tb hexokinase	-2	-17	1	2	-19	1

43: CC(C)c1cc(CNC(=O)CCc2nnc(CCCc3ccccc3)o2)on1
44: Cc1cccc(C(=O)N[C@H](C(=O)Nc2ccc(S(=O)(=O)NC3=NCCCCC3)cc2)C(C)C)c1
45: NS(=O)(=O)c1ccc(CCNS(=O)(=O)c2cccc(C(=O)O)c2)cc1
46: Cc1cccc(NC(=S)NC2CC3CCCC(C2)N3CC(C)C)c1 (stereo not given)
47: Cc1ccc(S(=O)(=O)C2(S(=O)(=O)c3ccc(C)cc3)CC2)cc1
48: Cn1c(N)c(C(=O)N/N=C/c2ccccc2)sc1=S
Assay by compound	43	44	45	46	47	48
Hck Nef HTS	25	0	-30	2	22	26
14-3-3 Bad inh	-6	-8	6	4[fluorescence artefact?]	-10	-1
zVAD death inh	1.0	0.2	0.4	-1.5	0.7	75*
PGE2 EP2 inh	3	3	-1	8	9	11
eIF4E 4G PPI	-4	2	-3	-7	-2	2
Rad51 HR inh	4	17	-13	5	.	18
Calpain2 inh	-7	-10	11	10	0	-30
EP2 mod	-16	26	-18	-67	23	-58
Tb hexokinase	-5	-1	-7	2	-7	-15

49: CCOC(=O)c1c2c3c(cccc3[nH]c1=O)C(=O)c1ccccc1-2
50: COc1ccccc1NC(=O)CSc1ccc2nnc(-c3ccncc3)n2n1
51: Clc1ccc2c(N/N=C/c3ccccc3Br)ccnc2c1
52: FC(F)(F)c1cccc(Cc2noc(CN3CCC(N4CCCCC4)CC3)n2)c1
53: Cc1ccc(S(=O)(=O)NNC(=O)c2ccc(O)cc2)cc1
54: CCn1nc(C(=O)OCC(=O)c2ccc(F)cc2)c2ccccc2c1=O
55: Cc1ccc(SCc2noc(-c3c(C)noc3C)n2)cc1
56: N/C(=N\OC(=O)CCC1CCCC1)c1ccncc1
Assay by compound	49	50	51	52	53	54	55	56
Hck Nef HTS	20	-1	16	35	-2	3	-7	-22
14-3-3 Bad inh	-9	-8	56[fluorescence artefact?]	4	12	-15	4	5
zVAD death inh	24	-0.4	0.2	-1.8	1.2	0.5	0.3	0.2
PGE2 EP2 inh	6	10	8	9	5	6	4	5
eIF4E 4G PPI	2	-1	6	-3	-3	-5	-2	4
Rad51 HR inh	-11	6	7	-7	7	27	-16	-11
Calpain2 inh	-28	-16	18	-4	26	-31	12	15
EP2 mod	-13	11	-22	-2	5	28	19	-11
Tb hexokinase	-4	-8	-17	3	0	-6	-5	8
